Source: PubChem
Gli-Sufu block = Gli-Sufu pathway antagonism; Sufu-KO-LIGHT fibroblasts, Gli luciferase reporter luminescence; inhibition, % at 5 µM; hit rate 0.74% among 340,000;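 active = inhibition above about 55%, limit read from the data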;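 note: 0% = DMSO-treated cells and 100% = wells with medium but no cells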
Jurkat NFkB inh = inhibitors of the PMA/ionomycin-induced NF-kB reporter in Jurkat cells | PMA/ionomycin-induced NF-kB luciferase reporter, luminescence | inhibition, % at 4 µM | hit rate 0.53% among 330,000; in the data active = inhibition above about 50%
UPR XBP1 act = adaptive UPR (XBP1) activation; hit rate 0.33% among 330,000; CHO-XBP1 luciferase reporter, IRE1-XBP1 UPR activation, luminescence; percent of tunicamycin response, DMSO as zero; activation, % at 20 µM;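 active = versus positive control, 20 µM dose yields 30% or more activation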;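 note: 100% = tunicamycin at 10 µg/mL and 0% = DMSO only wells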
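Material: CHO cell line with stable XBP1 luciferase reporter; buffer or medium: F12 medium containing 10% fetal bovine serum; compound: single point, 20 µM final compound, 1% DMSO; incubation: 6 h treatment, 37 °C; measured by: glow luminescence from Steady-Glo reagent; evaluation: activation, % of tunicamycin; control set: tunicamycin high, DMSO low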
CCR6 antag = antagonists of human CCR6 receptor | P51684 | AID 493098 | inhibition, % at 20 µM | CHO-K1 CCR6 PathHunter beta-arrestin, luminescence, CCL20-stimulated | hit rate 0.49% among 340,000;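 active = compounds whose inhibition of the agonist-driven luminescence signal at 20 µM reaches about 50%, limit read from the data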;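 note: cells stimulated with CCL20 at 14 nM final; plate controls were DMSO with CCL20 for no effect and DMSO without agonist for full effect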
Target sequence (P51684 whole entry, looked up): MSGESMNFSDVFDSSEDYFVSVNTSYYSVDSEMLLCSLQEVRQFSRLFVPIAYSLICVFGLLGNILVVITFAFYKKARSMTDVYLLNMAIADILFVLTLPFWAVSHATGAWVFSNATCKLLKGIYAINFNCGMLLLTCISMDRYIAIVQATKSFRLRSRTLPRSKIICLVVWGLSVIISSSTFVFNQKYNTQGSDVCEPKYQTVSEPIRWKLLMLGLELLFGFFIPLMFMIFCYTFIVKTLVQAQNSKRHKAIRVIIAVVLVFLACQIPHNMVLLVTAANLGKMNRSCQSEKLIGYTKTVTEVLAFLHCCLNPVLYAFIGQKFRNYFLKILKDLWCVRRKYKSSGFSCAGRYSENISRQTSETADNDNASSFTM
697 NFkB inh = lowers PMA/ionomycin-induced NF-kB signal in 697 B cells. 697 B-cell NF-kB luciferase reporter, 16 h. inhibition, % at 4 µM. hit rate 0.33% among 330,000. AID 435022; in the data active = inhibition above about 35%
CXCR6 inh = CXCR6 (human) receptor inhibition; O00574; CHO-K1 PathHunter CXCR6 beta-arrestin, luminescence; inhibition, % at 20 µM; hit rate 0.36% among 360,000; in the data active = inhibition above about 34%, passing the limit was not always enough;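 note: antagonist mode with CXCL16 agonist at 10 nM final; 0% = 10 nM CXCL16 with DMSO and 100% = unstimulated wells without agonist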
Target sequence (O00574 whole entry, looked up): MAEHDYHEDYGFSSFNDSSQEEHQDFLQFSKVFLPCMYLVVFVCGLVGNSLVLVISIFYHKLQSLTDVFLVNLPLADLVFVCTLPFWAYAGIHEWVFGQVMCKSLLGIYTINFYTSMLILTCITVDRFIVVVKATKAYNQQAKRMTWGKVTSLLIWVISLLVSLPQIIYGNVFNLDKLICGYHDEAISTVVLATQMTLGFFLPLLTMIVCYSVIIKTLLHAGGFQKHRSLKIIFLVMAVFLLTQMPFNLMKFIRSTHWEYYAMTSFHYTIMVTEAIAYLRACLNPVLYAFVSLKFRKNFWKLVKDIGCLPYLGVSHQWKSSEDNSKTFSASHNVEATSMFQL
UPR CHOP act = apoptotic UPR (CHOP) activation. CHO-CHOP luciferase reporter, luminescence; percent of tunicamycin response over DMSO baseline. hit rate 0.34% among 330,000. activation, % at 10 µM;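 active = at 10 µM dose, activation of 40% or more, normalized to positive control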;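 note: 100% = tunicamycin at 10 µg/mL and 0% = DMSO alone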
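Dosing – one dose, 10 µM in 0.5% DMSO · System – CHO-CHOP cells, stable luciferase reporter of PERK-eIF2a-CHOP signalling · Input – 500 cells/well · Control set – tunicamycin 10 µg/mL final as positive, DMSO-only wells as negative · Timing – 6 h compound treatment, 37 °C · Measure – % activation vs tunicamycin · Technique – luminescence read with Steady-Glo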
EBI2 block = blocks human EBI2 receptor beta-arrestin signaling; P32249; EBI2 beta-arrestin recruitment, luminescence, 7a,25-OHC stimulated; inhibition, % at 5 µM; hit rate 0.81% among 360,000; AID 651636; in the data active = inhibition above about 38%;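 note: enzyme fragment complementation signal reports receptor beta-arrestin coupling in cells; 0% = agonist plus DMSO wells and 100% = wells without agonist; some results beyond the cut were filed as inactive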
Target sequence (P32249 whole entry, looked up, the tested form may be a part): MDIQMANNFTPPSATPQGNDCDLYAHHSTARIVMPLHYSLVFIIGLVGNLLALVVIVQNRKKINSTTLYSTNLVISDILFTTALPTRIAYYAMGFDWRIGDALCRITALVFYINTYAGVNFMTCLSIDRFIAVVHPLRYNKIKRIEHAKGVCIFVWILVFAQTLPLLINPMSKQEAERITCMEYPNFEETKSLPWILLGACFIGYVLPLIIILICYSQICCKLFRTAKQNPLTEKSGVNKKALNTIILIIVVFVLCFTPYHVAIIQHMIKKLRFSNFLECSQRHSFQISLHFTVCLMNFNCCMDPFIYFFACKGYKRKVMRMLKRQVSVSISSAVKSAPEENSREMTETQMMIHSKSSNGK
Mdm2 MdmX PPI = human Mdm2/MdmX binding inhibition; inhibition, % at 8 µM; O15151+Q00987; hit rate 3% among 330,000; SaOS-2 split-luciferase Mdm2/MdmX complementation, luminescence;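 active = inhibition of at least 50% at 8 µM in the primary screen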
Numbers without * were called inactive; · = no result given. This is a random part of the collection. About 5% of those tested had a hit in this group.

SMILES	Gli-Sufu block	Jurkat NFkB inh	UPR XBP1 act	CCR6 antag	697 NFkB inh	CXCR6 inh	UPR CHOP act	EBI2 block	Mdm2 MdmX PPI
COc1ccc(NS(=O)(=O)c2cccc(C(=O)NNC(=O)CNC(=O)c3cccc(C)c3)c2)cc1	-2	2	-5	-1	9	-4	5.8	-9	26
CC(C)(C)c1cc(NC(=O)c2c(F)cccc2Cl)n(-c2ccccc2)n1	-7	-10	-2	-1	-3	-6	1.1	6	-26
CCCCC(c1nnnn1CC1CCCO1)N1CCN(c2ccccc2)CC1 (stereo not drawn)	-1	9	5	4	10	-6	-0.2	2	-17
O=S(=O)(c1ccc(Br)cc1)c1cnc2ccccc2n1	5	23	-3	-17	14	-11	0.4	-9	50*
CCOC(=O)c1c(/N=C/c2cccc(C)c2O)sc2c1CCN(C)C2	1	7	0	1	-2	-4	7.9	2	11
O=C1c2oc3ccc(Br)cc3c(=O)c2C(c2cccc(F)c2)N1CCO (stereo not drawn)	0	-11	-5	-12	-10	-2	0.8	-2	7
CC1CCCCN1C(=O)Cn1cc(C=O)c2ccccc21 (stereo not drawn)	-15	1	1	13	10	-8	-0.8	2	-23
Cc1ccc(-c2nn(-c3ccccn3)c(=O)c3ccccc23)cc1	-23	-8	-4	5	-7	11	-1.6	-5	9
COC(=O)CSC1=C(C#N)C(c2ccc(F)cc2)CC(=O)N1 (stereo not drawn)	-3	9	-1	3	-12	-5	-1.0	5	-3
O=C(NCCc1c[nH]c2ccccc12)c1cnccn1	-23	-15	1	12	-4	-4	1.0	4	-10
COc1cc(C2C(C(C)=O)=C(O)C(=O)N2CCc2c[nH]c3ccccc23)ccc1O (stereo not drawn)	6	-1	0	-5	3	1	-1.0	-1	9
CCOC(=O)C1(Cc2cccc(F)c2)CCN(Cc2nc(CC)[nH]c2C)CC1	38	5	-1	4	-5	4	-1.5	3	-2
COc1cccc(OC)c1C(=O)n1nc(C)cc1C	8	-4	0	10	-9	6	1.8	9	-5
Nc1c(Cl)ncnc1N1CCCC1	0	-2	-2	7	11	3	-1.2	-10	2
CC1CCCN(c2ccc(F)cc2N)C1 (stereo not drawn)	2	-9	-2	8	6	-1	-1.1	1	2
O=C(CN1C(=O)NC2(CCCC2)C1=O)NCCN1C(=O)S/C(=C\c2ccccc2F)C1=O	-6	-3	1	11	-3	-12	1.3	10	-6
Cc1nc2c(sc3nc4c(cc32)COC(C)(C)C4)c(=O)o1	0	8	-1	4	6	4	2.1	-4	0
CC(C)Sc1nc(N)c2c3c(sc2n1)CN(C)CC3	9	-24	-2	-24	-5	-1	3.8	1	21
COc1ccc(-n2nc(C(=O)NCC(=O)Nc3cc(OC)ccc3OC)c3ccccc3c2=O)cc1	4	6	-2	7	11	1	1.5	1	7
CCCCOc1cccc(C(=O)N(Cc2ccccc2)C2CCS(=O)(=O)C2)c1 (stereo not drawn)	2	20	-1	7	-8	3	1.0	-4	-11
Cc1cc(C)cc(OCC(=O)Nc2ccc(CN3CCCCC3)cc2)c1	17	3	-2	9	19	5	-1.0	-1	-1
CCOCCCN(C(=O)Nc1ccc(CC)cc1)C1CCN(C(C)=O)CC1	-5	-8	0	-11	-11	-8	-1.6	-7	-9
CCc1n(CC(O)COCc2ccccc2)c2ccccc2[n+]1C (stereo not drawn)	-2	17	3	-2	12	-7	-1.0	-5	6
Cc1cc2c(cc1S(=O)(=O)Nc1ccc(F)cc1)n(C)c(=O)c(=O)n2C	-2	3	-1	8	3	-2	-1.4	-1	12
Cc1ccccc1NC(=O)CSc1nc2ccc(Nc3nc(N4CCOCC4)nc(N4CCOCC4)n3)cc2s1	7	10	6	8	-14	2	3.8	23	81*
N#Cc1ccccc1S(=O)(=O)N1CCC(C(=O)Nc2cccc(C(=O)NC3CC3)c2)CC1	-3	-5	-2	3	5	-2	0.6	-9	15
Cc1ccc(OCc2cc(C(=O)N(C)Cc3cc(C4CC4)n[nH]3)no2)cc1C	-22	-1	-4	6	-26	-10	4.9	-8	17
Cc1nnc2n(-c3ccccc3)c(=O)c3c4c(sc3n12)COC(C)(C)C4	0	2	-3	-1	17	-1	-0.1	-5	24
O=C(CSc1nc2c(c(=O)n1-c1ccc(Br)cc1)SCC2)NCc1ccco1	10	21	-2	10	19	7	-1.9	-4	-9
Cc1ccc(CNC(=O)CCc2c(C)nn(-c3ccc(N4CCOCC4)nn3)c2C)cc1	-7	10	-8	14	-18	9	-2.0	6	-7
Brc1ccccc1-c1nc2c3ccccc3ncn2n1	-36	-76	1	3	-76	-11	0.4	4	-65
Cc1ccc(C)c(NC(=O)N2CCCCCC2)c1	36	5	-8	4	0	3	1.0	3	13
O=S(=O)(c1ccc(Cl)cc1)N1CCN(Cc2c[nH]c3ccccc23)CC1	5	-9	1	2	13	-7	-1.1	1	11
CN(CC(=O)Nc1ccc(F)cc1)CC(=O)N(C)C1(C#N)CCCCC1	-8	-4	-1	11	12	-7	1.2	-13	12
CC(C)C[C@@H](CNCC(=O)[C@H](CC(C)C)NC(=O)c1[nH]cnc1C(=O)N[C@@H](C)CN)NC(=O)c1nc[nH]c1C(=O)N[C@@H](CC(C)C)C(=O)O	-10	·	·	4	·	2	·	-12	·
O=C(COc1c(Br)cc(Br)c2cccnc12)Nc1ccccc1F	-4	11	6	15	2	0	2.3	13	39
CCOc1ccc(S(=O)(=O)Nc2cccc(C(=O)NCC(c3ccco3)N3CCCC3)c2)cc1 (stereo not drawn)	2	0	1	-3	-7	4	0.0	0	-3
O=S(=O)(Nc1ccc(O)c2ccccc12)c1cccs1	-2	-4	-2	28	19	-2	16	-7	49
COc1cc(NC(=S)N(C)CCC#N)c(OC)cc1Cl	2	17	1	1	15	-3	2.8	-4	-6
CC(C)(C)C(CO)NC(=O)c1ccc[nH]1 (stereo not drawn)	-12	-11	-3	-1	7	-7	-0.4	-3	8
Clc1ccccc1Sc1cnc2ccccc2n1	2	-16	0	24	-42	1	-1.6	5	16
CC(C)(C)c1ccccc1OCC(=O)Nc1ccccc1C(=O)NCc1cccnc1	-5	-2	0	11	-11	4	0.7	20	22
O=C(O)c1cccc(N2C(=O)c3ccc(C(=O)c4cccc([N+](=O)[O-])c4)cc3C2=O)c1	4	5	-2	9	0	-9	-0.7	-2	23
COc1ccc(/C(C)=N/NC(=O)Cc2ccc(Cl)cc2)cc1	7	13	-3	16	-8	-9	-1.9	6	19
CCOC(=O)c1c(C)[nH]c(C(=O)C(C)OC(=O)c2cccc(OCc3c(C)noc3C)c2)c1C (stereo not drawn)	18	7	-1	-1	-12	-1	2.1	10	41
Cc1cc(N2CC(C)OC(C)C2)nc2ccccc12 (stereo not drawn)	-3	17	-2	15	8	3	-0.5	7	14
S=C(Nc1ccc(Nc2ccccc2)cc1)Nc1ccccn1	35	18	-2	-30	-63	-11	2.3	2	16
COc1cc(C(=O)NCC(c2cccs2)N(C)C)cc(Cl)c1OC(C)C (stereo not drawn)	17	-6	-2	8	12	-5	-1.0	-6	-2
COc1ccc(CC(=O)N2CCc3cc(OC)c(OC)cc3C2)cc1	11	-2	-4	6	16	0	1.9	2	-15
O=c1[nH]c2c(c3c1CCCC3)CCCC2	11	-20	0	9	23	4	-0.4	-6	-3
CCCCN(C)C(=O)c1nc2ccccn2c1CN(C)Cc1csc(C)n1	5	2	0	-1	9	11	-1.6	10	-30
COCCn1c(C)cc(C(=O)COC(=O)c2c(C)nn(Cc3ccccc3)c2C)c1C	1	20	-3	9	23	0	-0.8	10	20
CCC1=Nc2cc(C(=O)NCCN3CCCC3)ccc2Sc2ccc(C)cc21	16	2	-4	-2	-2	4	1.1	3	23
COc1ccc(N(C)S(=O)(=O)c2cccc(C(=O)Nc3nc4ccccc4[nH]3)c2)cc1	7	4	10	13	7	1	0.2	11	29
CC1=N/C(=C\c2ccc([N+](=O)[O-])cc2)C(=O)N1c1ccc(Br)c(C)c1	-12	-8	-3	13	-8	2	1.1	4	11
CCCCN1C(=O)C(=O)c2cc(Cl)ccc21	-31	14	42*	22	-15	26	6.8	-14	54*
CCCC/C(O)=C1\C(=O)CC(C)(C)CC1=Nc1ccc(OC)cc1	7	-2	1	6	11	8	-1.0	13	6
CCOC(=O)N1CCN(C(=O)c2ccc(Cl)c(S(=O)(=O)N3CCCC3)c2)CC1	7	20	0	21	11	3	-0.3	-2	17
COCCn1cc(C(=O)NCCCN2CCC(C)CC2)c2c3ccccc3n(C)c2c1=O	13	-11	1	-5	7	5	2.5	2	-11
CCC(CC)C(=O)NCCc1cc2cc(C)c(C)cc2[nH]c1=O	3	-4	-1	-9	-1	4	-0.9	5	23

Some of these compounds in order of molar mass, rising.
SMILES	Gli-Sufu block	Jurkat NFkB inh	UPR XBP1 act	CCR6 antag	697 NFkB inh	CXCR6 inh	UPR CHOP act	EBI2 block	Mdm2 MdmX PPI
O=c1[nH]c2c(c3c1CCCC3)CCCC2	11	-20	0	9	23	4	-0.4	-6	-3
CCCCN1C(=O)C(=O)c2cc(Cl)ccc21	-31	14	42*	22	-15	26	6.8	-14	54*
CCCC/C(O)=C1\C(=O)CC(C)(C)CC1=Nc1ccc(OC)cc1	7	-2	1	6	11	8	-1.0	13	6
COc1ccc(CC(=O)N2CCc3cc(OC)c(OC)cc3C2)cc1	11	-2	-4	6	16	0	1.9	2	-15
CCCCN(C)C(=O)c1nc2ccccn2c1CN(C)Cc1csc(C)n1	5	2	0	-1	9	11	-1.6	10	-30
CC1=N/C(=C\c2ccc([N+](=O)[O-])cc2)C(=O)N1c1ccc(Br)c(C)c1	-12	-8	-3	13	-8	2	1.1	4	11

The list goes on:
SMILES	Gli-Sufu block	Jurkat NFkB inh	UPR XBP1 act	CCR6 antag	697 NFkB inh	CXCR6 inh	UPR CHOP act	EBI2 block	Mdm2 MdmX PPI
Cc1cc(C)c(C2C(C#N)=C(N)Oc3n[nH]c(C)c32)cc1CN1CCCC1 (stereo not drawn)	3	7	0	9	-5	14	-0.9	7	6
CN(C)c1ccc(C(O)Cc2nc3ccccc3n2C)cc1 (stereo not drawn)	-22	-107	-7	0	-269	-4	0.2	-10	5
COc1ccc(/C=N/OCc2nc3c4c(ncn3n2)Oc2ccc3ccccc3c2C4c2ccccc2)cc1 (stereo not drawn)	10	3	-2	8	26	1	-1.2	3	14
Cc1cc(S(=O)(=O)Nc2ccc(F)cc2)c(C)s1	-3	-5	-3	3	-12	-10	0.3	-4	-28
Cn1c2ccc(F)cc2c2ncn(Cc3ccccn3)c(=O)c21	-5	-14	4	0	-18	0	-1.6	4	23
CCOC(=O)CN1C(=O)C(=O)N(Cc2c(Cl)cccc2Cl)C1=O	-11	-3	-3	-1	6	6	-1.9	-10	-21
O=C(Nc1ccccc1N1CCCC1)c1cccc(S(=O)(=O)N2CCOCC2)c1	2	11	-2	12	-10	-7	-0.2	1	-12
CCN(CC)S(=O)(=O)c1ccc(OC)c(NC(=O)c2ccc(OC)c([N+](=O)[O-])c2)c1	8	-7	-3	8	23	18	2.8	16	8
O=c1[nH]c2ccsc2c(=O)n1-c1ccc(F)c(Cl)c1	0	16	4	-2	5	1	-1.5	-2	20
O=C(COc1ccccc1F)NCc1nc2ccccc2[nH]1	1	3	-1	-14	-1	6	-1.7	-5	-14
